# Calpain2 inh = calpain II (pig) inhibition. purified calpain II, fluorogenic peptide substrate, 30 min. inhibition, % at 16 µM. actives 0.37% (n = 220,000). AID 1236;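 active = inhibition above about 50%, limit read from the data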
# eIF4E-4G inh = inhibitors of eIF4E and eIF4G interaction in translation initiation; AID 782; TR-FRET eIF4E-eIF4GI(517-606) binding, 2 h; P63073+Q04637; actives 0.37% (n = 220,000); inhibition, % at 21.7 µM;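 active = inhibition above about 30%, limit read from the data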;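 note: 0% = full FRET control wells and 100% = background wells lacking eIF4GI fragment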
# Target sequence (P63073 whole entry, looked up, the tested form may be a part): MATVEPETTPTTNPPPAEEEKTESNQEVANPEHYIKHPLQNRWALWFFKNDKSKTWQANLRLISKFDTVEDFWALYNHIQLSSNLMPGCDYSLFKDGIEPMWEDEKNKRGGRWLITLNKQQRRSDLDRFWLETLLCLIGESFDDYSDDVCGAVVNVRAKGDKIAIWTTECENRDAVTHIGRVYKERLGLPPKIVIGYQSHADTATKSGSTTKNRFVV
# Target sequence (Q04637 whole entry, looked up, the tested form may be a part): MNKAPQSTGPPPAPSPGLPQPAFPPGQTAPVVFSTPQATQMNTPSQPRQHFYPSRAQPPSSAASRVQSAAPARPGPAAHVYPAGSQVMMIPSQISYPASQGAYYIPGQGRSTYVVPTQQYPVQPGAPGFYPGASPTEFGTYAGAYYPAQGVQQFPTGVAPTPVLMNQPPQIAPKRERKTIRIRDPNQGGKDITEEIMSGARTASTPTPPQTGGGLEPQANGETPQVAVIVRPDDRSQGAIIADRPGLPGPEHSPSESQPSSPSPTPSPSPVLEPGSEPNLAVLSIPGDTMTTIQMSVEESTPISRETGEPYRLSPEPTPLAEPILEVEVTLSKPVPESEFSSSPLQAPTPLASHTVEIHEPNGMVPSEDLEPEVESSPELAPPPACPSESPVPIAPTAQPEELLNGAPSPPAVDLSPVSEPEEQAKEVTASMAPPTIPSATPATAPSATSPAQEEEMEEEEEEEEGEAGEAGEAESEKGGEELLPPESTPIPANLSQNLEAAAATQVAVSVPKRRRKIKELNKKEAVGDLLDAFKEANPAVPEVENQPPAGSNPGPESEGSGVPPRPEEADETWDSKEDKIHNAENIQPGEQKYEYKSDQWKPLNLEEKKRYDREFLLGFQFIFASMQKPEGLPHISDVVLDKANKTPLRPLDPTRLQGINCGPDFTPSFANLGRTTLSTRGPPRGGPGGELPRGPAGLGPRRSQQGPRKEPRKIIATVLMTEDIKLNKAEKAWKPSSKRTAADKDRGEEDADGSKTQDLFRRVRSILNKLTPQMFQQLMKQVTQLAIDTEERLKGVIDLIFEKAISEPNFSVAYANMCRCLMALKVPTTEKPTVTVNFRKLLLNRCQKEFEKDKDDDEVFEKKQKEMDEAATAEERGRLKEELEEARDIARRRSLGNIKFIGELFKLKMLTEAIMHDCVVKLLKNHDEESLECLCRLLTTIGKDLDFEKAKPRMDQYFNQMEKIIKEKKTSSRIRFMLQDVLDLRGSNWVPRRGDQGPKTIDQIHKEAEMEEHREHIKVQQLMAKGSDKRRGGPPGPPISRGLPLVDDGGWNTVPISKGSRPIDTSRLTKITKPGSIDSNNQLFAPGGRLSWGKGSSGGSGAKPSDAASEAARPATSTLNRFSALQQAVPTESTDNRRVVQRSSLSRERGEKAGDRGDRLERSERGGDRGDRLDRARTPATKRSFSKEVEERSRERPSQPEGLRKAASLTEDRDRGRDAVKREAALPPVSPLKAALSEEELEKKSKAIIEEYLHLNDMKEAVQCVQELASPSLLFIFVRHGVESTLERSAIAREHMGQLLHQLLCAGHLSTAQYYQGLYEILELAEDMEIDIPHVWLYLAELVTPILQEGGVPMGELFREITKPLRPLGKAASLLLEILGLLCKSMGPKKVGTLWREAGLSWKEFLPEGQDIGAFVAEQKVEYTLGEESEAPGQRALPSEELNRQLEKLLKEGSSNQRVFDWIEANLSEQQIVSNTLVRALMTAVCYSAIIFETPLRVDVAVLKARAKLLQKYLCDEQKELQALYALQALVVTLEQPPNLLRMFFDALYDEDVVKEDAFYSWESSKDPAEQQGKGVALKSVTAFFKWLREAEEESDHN
# PERK inhibitor = blocks human PERK kinase. AID 1416. actives 0.17% (n = 220,000). inhibition, % at 5.6 µM. CHO PERK-DD fusion, SEAP luminescence translation reporter;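 active = inhibition above the mean inhibition of all tested compounds plus 3 SD, set separately per screening campaign, cut at about 2.9% in these data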;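 note: PERK kinase domain activated by AP20187 dimerizer at 100 nM; 0% = DMSO with dimerizer and 100% = rapamycin at 8.4 µM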
# Mdm2 ligase inh = Mdm2 E3 ligase (human) inhibition | cell-based MDM2 ubiquitination luciferase reporter, 2 h; 0 = plate control, 100 = twice control, blank-subtracted | AID 1230 | actives 0.11% (n = 210,000) | signal enhancement, % at 5 µM | Q00987;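 active = signal enhancement of 30% or more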;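 note: luminescence tracks abundance of the self-degrading MDM2-luciferase fusion protein; higher signal means inhibition of MDM2 E3 ligase activity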
#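 Material: Stable MDM2–luciferase fusion reporter cells | Amount: 2000 cells seeded into each well | Dosing: One concentration, 5 µM, with 0.2% DMSO | Incubation: 4 h cell settling then 2 h compound exposure, 37 °C | Measured by: Luciferase luminescence | Read-out basis: % enhancement relative to plate controls after blank subtraction | Benchmarks: Control and blank well means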
# TNF necrop inh = blocks TNF-alpha induced death of Jurkat FADD-/- cells; Jurkat FADD-/- TNF necroptosis rescue, ATP luminescence, 24 h; 0 = TNF only, 100 = no-TNF cells; activation (protection from cell death), % at 10 µM; actives 0.068% (n = 220,000); AID 463075;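 active = activation, meaning protection from cell death, of at least 50% relative to plate controls; inactive = activation below 50%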;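 note: necroptosis triggered by 40 ng/mL TNF-alpha added together with compound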
# KCC2 mod = modulators of human KCC2 chloride dependent transport; Q9H2X9; KCC2 cells, thallium flux FluoZin-2 fluorescence; B-score of Tl+ flux slope (higher = more flux/activation; lower = inhibition) at 10 µM; actives 2.2% (n = 190,000); AID 1456;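 active = thallium flux slope and its plate-corrected score both differing from the plate sample mean at a set confidence after two filtering rounds, in either direction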;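 note: slope of fluorescence scaled to starting intensity during 10 to 20 s after thallium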
# Rad51 HR inh = blocks human Rad51 in homologous recombination | Q06609 | inhibition, % at 10 µM | hRad51 DNA strand exchange, fluorescence dequenching | actives 0.085% (n = 200,000);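 active = inhibition above 40% at the single screening dose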;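 note: 0% = DMSO control wells and 100% = blanks with heterologous ssDNA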
#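 Test system: preformed human Rad51 ssDNA filaments. Compound dosing: single dose, 10 µM final compound. Incubation: filaments 15 min 37 °C, then compound 30 min. Technique: FRET fluorescence dequenching, excitation 485 nm, emission 520 nm. Read-out basis: percent inhibition from fluorescence, normalised to plate control and blank means. Benchmarks: plate controls and plate blanks.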
# EBV gp42 block = EBV gp42 inhibition | Fluorescence polarization binding assay, mP read-out | inhibition, % (tested at 21.74 µM) | actives 0.42% (n = 220,000); in the data active = inhibition above about 50%
# L929 necroptosis = blocks zVAD induced death of L929 cells. L929 zVAD necroptosis rescue, ATP luminescence, 24 h; with zVAD 60 µM. viability rescue, % at 10 µM. actives 0.38% (n = 220,000);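 active = activation, scaled between plate controls, above about 75%, limit read from the data; inactive = activation under that limit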;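 note: 0% = zVAD with DMSO and 100% = DMSO alone without zVAD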
# Numbers without * were called inactive; . = not tested or not shown; [ ] = dose if it differs, or a comment.
SMILES,Calpain2 inh,eIF4E-4G inh,PERK inhibitor,Mdm2 ligase inh,TNF necrop inh,KCC2 mod,Rad51 HR inh,EBV gp42 block,L929 necroptosis
O=C(NCCc1ccccc1)C1CCC(Cn2c(=O)c3ccccc3n(Cc3cccc(F)c3)c2=O)CC1 (stereo unspecified),0,0,0.5,-10,2.9,-0.21,-3,-3,0.7
COc1ccc(C2C3=C(N=C4SCC(=O)N42)c2ccccc2CC3)cc1 (stereo unspecified),-35,11,-0.2,-2,-5.3,0.13,6,-1,0.0
CC(NC(=O)c1ccc(NS(C)(=O)=O)cc1)c1ccccc1 (stereo unspecified),-28,2[fluorescence artefact?],1.9,-1,-0.5,-0.18,-7,-14,-0.1
C/C(=N\NC1=NCCN1)c1ccc(Cl)cc1,21,0,0.5,-8,-2.4,0.2,-2,-10,-1.1
CCN(CC)CCN=C1CCCc2ccccc2N1,-23,-7,0.7,-12,-1.7,-0.22,2,-34,-0.2
NC(=O)C1CCN(C(=O)Cn2cccc2C(=O)c2ccccc2)CC1,-1,3,-0.2,-20,0.1,-0.009,7,-23,0.6
Cc1ccccc1C(=O)NC1CC2CCC(C1)N2Cc1ccccc1 (stereo unspecified),-7,0,0.2,-16,1.3,.,15,-15,-0.1
CCN(C(=O)CN1CCN(c2ccccc2O)CC1)c1c(N)n(Cc2ccccc2)c(=O)[nH]c1=O,-22,-1,0.4,9,0.8,0.18,3,-23,-0.7
Cc1cc(NC(=O)C2CC(c3c(F)cccc3Cl)=NO2)n(-c2ccccc2)n1 (stereo unspecified),-13,3,0.9,-19,0.0,0.83,15,-4,2.3
CCC(C)NC(=O)C1CN(S(=O)(=O)c2ccccc2)CCN1S(=O)(=O)c1ccccc1 (stereo unspecified),26,14[fluorescence artefact?],-0.8,-15,2.2,-0.24,0,-10,0.1
COc1cc2c(cc1NC(=O)COC(=O)[C@@H](NC(=O)c1ccccc1)C(C)C)oc1ccccc12,-26,-2[fluorescence artefact?],-0.3,-15,1.6,-1.8,-5,-22,3.5
O=C(Nc1cccc2ncccc12)c1ccc(OCc2ccccc2)cc1,-36,-1,0.5,-13,-1.1,-0.76,9,-3,-1.1
O=C(NCc1ccccc1)NC1CCS(=O)(=O)C1 (stereo unspecified),27,2,0.4,-22,1.0,0.73,-8,-12,-1.4
Cc1cccc(NC(=O)CSC2=NN3CCCC(=O)N=C3S2)c1C,31,1,0.4,-5,0.2,0.79,.,-5,0.1
Cc1cc(C)c(OCC(=O)Nc2cc(C(=O)O)cc(C(=O)O)c2)cc1C,-25,-1,1.9,-2,0.7,1.2,-36,-8,-1.0
O=C(Nc1ccccc1)C1=C[C@H](c2csc3ccccc23)C[C@H](OCCCCO)O1,12,3,1.3,.,0.5,-1.7,-11,-16,0.4
CC[C@H](C)[C@H](NC(N)=O)C(=O)Nc1ccc(S(=O)(=O)NC(C)C)cc1,-22,-16,1.8,.,1.7,1.4,.,-1,-0.6
Cc1ccc(C)c(NC(=O)C(=O)NCc2ccccn2)c1,26,1,0.3,-8,2.9,-0.44,-4,5,1.7
C=CCNC(=S)N(CC=C)C1CCS(=O)(=O)C1 (stereo unspecified),-16,-10,1.5,10,2.1,1.5,.,-11,0.1
O=C(/C=C/c1ccccc1)N(Cc1cccs1)C1CCS(=O)(=O)C1 (stereo unspecified),16,-3,-1.3,4,1.5,-0.97,22,-11,0.6
Cc1cccc(C2C3=C(CCCC3=O)N=C3c4ccccc4C(=O)C32)c1 (stereo unspecified),-4,6,-1.5,5,-6.9,1.4,.,3,-0.3
Cc1ccc(-c2n[nH]c(=O)c3ccccc23)cc1S(=O)(=O)N(C)CCO,13,-4,0.3,-13,-2.7,-0.33,-1,-13,4.3
O=C(CSC1=NCCS1)Nc1nc(-c2ccccc2)cs1,34,7,1.2,-5,2.4,.,.,-18,7.0
Oc1ccc(/C=N/Nc2nc(-c3ccc(Cl)cc3)cc(C(F)(F)F)n2)cc1,14,6,0.2,-7,-2.0,0.12,7,7,1.9
CSC1=NCCN1C(=O)C(C)(C)Oc1ccc(Cl)cc1,.,.,1.2,.,-3.5,0.0069,1,.,-1.2

# A second format for part of the listing above:
Compound	Calpain2 inh	eIF4E-4G inh	PERK inhibitor	Mdm2 ligase inh	TNF necrop inh	KCC2 mod	Rad51 HR inh	EBV gp42 block	L929 necroptosis
C/C(=N\NC1=NCCN1)c1ccc(Cl)cc1	21	0	0.5	-8	-2.4	0.2	-2	-10	-1.1
CCN(CC)CCN=C1CCCc2ccccc2N1	-23	-7	0.7	-12	-1.7	-0.22	2	-34	-0.2

# Continued:
SMILES,Calpain2 inh,eIF4E-4G inh,PERK inhibitor,Mdm2 ligase inh,TNF necrop inh,KCC2 mod,Rad51 HR inh,EBV gp42 block,L929 necroptosis
CSc1ccccc1NC(=O)CN(C)CC(=O)Nc1ccc(Cl)cc1F,23,-3,-1.1,-5,1.2,-2.1,-1,-20,0.1
O=C(Nc1ccc(S(=O)(=O)NC2=NCCCCC2)cc1)c1ccc2ccccc2n1,-13,4,0.7,-8,0.6,0.28,-14,-9,7.7
COc1ccccc1-n1c(CNc2ccc(F)cc2)nnc1SCC(=O)Nc1cc(C)on1,-9,3,-1.0,5,0.4,0.38,-7,-3,0.0
Cc1cccc(NS(=O)(=O)c2cc(C(=O)NCCC3=CCCCC3)ccc2Cl)c1,3,3,-0.9,2,-5.9,0.051,6,4,-0.1
COc1ccc(NC(=O)CN(Cc2ccccc2)Cc2ccccc2)cc1S(N)(=O)=O,10,-4,-0.7,12,1.8,-1.2,.,-6,-1.0
COc1ccc(-c2csc(N3C(=N)SCC3=O)n2)cc1,7,1,0.6,-68,-1.8,0.31,-2,-23,0.1
O=C(NCc1ccccn1)C1CCN(S(=O)(=O)c2cc(Cl)ccc2Cl)CC1,9,4,1.4,-1,2.2,0.42,-2,-16,-0.4
COC(=O)N(NC(=O)C(O)(c1ccccc1)c1ccccc1)c1ccc(C)cc1,24,6,0.3,-23,1.4,-0.77,5,7,0.3
O=C(Nc1nnc(-c2ccc3c(c2)CCCC3)o1)c1ccccc1Cl,-22,3,1.1,-26,-0.1,50*,-6,-16,0.1
COC(=O)c1ccc(COc2ccccc2/C=N/NS(=O)(=O)c2ccc(C)cc2)cc1,-7,-8,0.2,-3,-16,.,3,-2,0.6
Cn1c(C(=O)NCCCN2CCc3ccccc3C2)cc2c(=O)n(C)c3ccccc3c21,-18,3,-1.4,-9,0.7,.,5,-16,19
COc1ccc(C(=O)NNC(=S)NC(=O)c2cc(-c3ccccc3)nc3ccccc23)cc1,-173,0[fluorescence artefact?],1.9,-9,-0.4,6.6*,.,40,-0.1
Cc1cc(NC(=O)c2ccccc2)n(-c2nc3ccccc3[nH]2)n1,-15,-2,0.5,-21,4.1,1,-3,-15,1.6
CC(C(=O)Nc1ccccc1-c1ccccc1)N1CCN(S(=O)(=O)c2ccccc2)CC1 (stereo unspecified),17,3,0.8,-24,-2.4,-0.016,-14,-3,-0.7
O=C(N/N=C/c1cccs1)c1ccc2nc[nH]c2c1,8,-1,1.4,-12,-0.6,-0.17,18,-11,1.4
CCCN1C(=O)/C(=N\OCC(=O)NCC(F)(F)F)c2ccccc21,2,5,0.5,-17,1.3,-0.028,12,-8,2.2
NS(=O)(=O)c1cccnc1Nc1cccc(Cl)c1,1,-5,1.3,-4,0.3,0.34,12,-9,-0.9
ON1C2CCCCC2N(O)C1c1ccccc1C(F)(F)F (stereo unspecified),17,8,1.4,7,-2.6,1.2,-5,-6,0.3
CCOc1ccccc1NC(=O)c1cc(S(=O)(=O)N2CCC3(CC2)OCCO3)ccc1F,-74,-7,0.7,-1,-0.4,.,3,-15,0.8
Cc1ccc(C)c(NC(=O)c2ccc3c(c2)N(Cc2ccc(F)cc2)C(=O)CS3=O)c1 (stereo unspecified),22,0,-0.5,-53,3.2,-0.91,4,-7,0.2
CC1CCCCC1NC(=O)CO/N=C/c1ccccc1OC(F)F (stereo unspecified),15,-3[fluorescence artefact?],0.3,.,2.3,0.47,.,-28,0.9
CCOC(=O)N1CCC(n2c(=S)[nH]c3cc(OCC)c(OCC)cc3c2=O)CC1,-48,-42,1.1,-5,-1.2,0.14,2,1,0.8
COc1ccccc1-c1cc(C(F)(F)F)nc(N2CCCC2)n1,-81,0[fluorescence artefact?],-0.5,3,-0.9,.,0,-9,0.9
Cc1ccc(N(C(=O)Cc2cccs2)C(C(=O)NC2CCCC2)c2ccncc2)cc1 (stereo unspecified),0,1,0.0,-35,0.6,.,-17,-26,-0.1
O=C(C1CCN(C2CC(=O)N(c3ccc(Cl)cc3)C2=O)CC1)N1CCOCC1 (stereo unspecified),-2,8,1.0,-4,-0.9,0.051,7,-11,0.5
SMILES,Calpain2 inh,eIF4E-4G inh,PERK inhibitor,Mdm2 ligase inh,TNF necrop inh,KCC2 mod,Rad51 HR inh,EBV gp42 block,L929 necroptosis
O=C(CN1C(=O)c2ccccc2S1(=O)=O)c1ccc2c(c1)OCCCO2,0,-5,1.1,-86,-0.1,-0.15,-10,0,0.3
O=C(Nc1ccc(F)cc1)C(c1ccccc1)N1CCN(C(=O)c2ccco2)CC1 (stereo unspecified),28,7,-1.1,-18,2.1,-0.95,-3,-28,0.3
COC(=O)C(=C/C=C/c1cccnc1)C(=O)OC,-10,2,0.2,1,0.5,0.34,0,-7,10
Cc1ccc(NC(=O)C2CCN(C(=O)NC3CCCCC3)CC2)cc1Cl,4,-4,0.1,2,-0.5,0.023,12,-15,-0.1
Cc1nc(NC(=O)C2CC2)sc1C(=O)NC1CCCCC1,16,-2,0.4,-14,2.8,2.2,-8,3,24
COCCNC(=O)/C(=C/c1ccccc1Cl)c1ccccc1,-11,4[fluorescence artefact?],0.5,-13,0.7,-0.83,3,-12,0.2
O=C(Nc1cccc(Cl)c1Cl)c1cc(S(=O)(=O)NCCc2ccccc2)ccc1F,-34,3,0.1,-2,1.5,-1.2,.,-2,.
Cc1cc(C)cc(NC(=S)N(C)C)c1,-17,-2,-0.4,-2,1.1,1.3,3,-6,-0.4
N#Cc1ccc(-c2csc(NNC(=O)c3ccccc3)n2)cc1,15,4,0.7,-12,-3.0,.,-5,9,0.8
CCn1c(SCC(=O)Nc2cc(C)on2)nnc1-c1ccc(S(=O)(=O)N2CCN(C)CC2)cc1,14,1[fluorescence artefact?],-0.3,-9,-0.7,.,3,3,-0.3
CN1CCN(NC(=O)c2cccc(S(=O)(=O)N3CCCCCC3)c2)CC1,-22,2,0.8,-12,0.7,-0.26,.,-2,0.6
CC1=NN(S(=O)(=O)c2ccc(F)cc2)C(=O)c2ccccc2O1,4,0,-1.2,17,-1.5,.,5,-39,-0.5
COc1ccc(C(=O)CN2C(=O)NC(C)(c3ccccc3)C2=O)cc1OC (stereo unspecified),1,4,0.8,-1,-0.2,0.54,-7,-25,0.0

# Sorted by number of heavy atoms (ascending): some entries from above.
SMILES,Calpain2 inh,eIF4E-4G inh,PERK inhibitor,Mdm2 ligase inh,TNF necrop inh,KCC2 mod,Rad51 HR inh,EBV gp42 block,L929 necroptosis
Cc1cc(C)cc(NC(=S)N(C)C)c1,-17,-2,-0.4,-2,1.1,1.3,3,-6,-0.4
CCCN1C(=O)/C(=N\OCC(=O)NCC(F)(F)F)c2ccccc21,2,5,0.5,-17,1.3,-0.028,12,-8,2.2
Cc1ccc(-c2n[nH]c(=O)c3ccccc23)cc1S(=O)(=O)N(C)CCO,13,-4,0.3,-13,-2.7,-0.33,-1,-13,4.3
